HIV fusion peptide = inhibitors of HIV fusion peptide binding, primary screen, biochemical, uHTS, fluorescence dequenching (AID 1986). cell-free peptide binding, fluorescence dequenching, 30 min; higher % means a stronger effect. one-dose inhibition, % at 20 µM; IC50 in µM for titrated hits. 290,000 compounds, 0.3% hits; in the data active = inhibition mostly above about 52%, no sharp cut-off; inactive = mostly below about 76%; also: some results filed as inactive read as strong as hits
LYP inhibition = inhibitors of LYP phosphatase, biochemical, fluorescence intensity, uHTS (AID 1779). one-dose inhibition, % at 11.5 µM; IC50 in µM for titrated hits. Tyrosine-protein phosphatase non-receptor type 22 (Homo sapiens). recombinant LYP phosphatase, fluorescence intensity; higher % means a stronger effect. 290,000 compounds, 0.054% hits;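 also: plate controls were vehicle with enzyme for no effect and no enzyme for full effect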
Myeloid diff MLP = induction of myeloid progenitor differentiation, primary screen, cell-based, flow cytometry, MLPCN library; 360,000 compounds, 1% hits; calls only at 10 µM; ER-HoxA9 myeloid progenitors, lysozyme-GFP differentiation; AID 624256, 2012;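 active = normalized GFP-positive differentiation at or above the plate's own cutoff, the solvent-only control mean plus 3 SD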;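 also: cells exposed to compound for four days before flow analysis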
KOR beta-arrestin-1 = KOR agonists, beta-arrestin recruitment, primary screen, cell-based, luminescence, uHTS (AID 1777) | Kappa-type opioid receptor (Homo sapiens) | KOR beta-arrestin recruitment, luminescence; higher % means a stronger effect | activation, % at 10 µM, or EC50 in µM where a hit was titrated | 280,000 compounds, 0.02% hits; in the data active = activation above about 50%, passing the limit was not always enough; also: a part of the inactive calls stands beside numbers as strong as those of hits
KOR beta-arrestin-2 = KOR antagonists, beta-arrestin recruitment, cell-based, luminescence, uHTS (AID 1778); 290,000 compounds, 0.091% hits; KOR beta-arrestin recruitment, luminescence, antagonist mode; higher % means a stronger effect; Kappa-type opioid receptor (Homo sapiens); inhibition, % at 10 µM; hits with a dose series show IC50 in µM; also: strong numbers were not always called active
NOD1 NF-kB reporter = NOD1 signaling inhibitors, primary screen, cell-based, luminescence, uHTS (AID 1578); inhibition, % at 4 µM; hits with a dose series show EC50 in µM; NOD1-driven NF-kB luciferase reporter cells, luminescence; higher % means a stronger effect; 290,000 compounds, 1% hits; in the data active = inhibition mostly above about 36%, no sharp cut-off; inactive = mostly below about 34%;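 also: HEK-293T reporter cells stimulated with the NOD1 agonist gamma-tri-DAP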
Siah-1 displacement = Siah-1 peptide-binding antagonists, primary screen, biochemical, fluorescence polarization, rhodamine-plectin, uHTS (AID 1817); E3 ubiquitin-protein ligase SIAH1 (Homo sapiens); 290,000 compounds, 0.02% hits; displacement, % at 20 µM, or IC50 in µM where a hit was titrated; Siah-1 / rhodamine-plectin peptide fluorescence polarization; higher % means a stronger effect;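 active = displacement of at least 50% at 20 µM, with a fluorescence ratio check between 0.3 and a set limit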;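 also: plate controls were Siah plus tracer with DMSO for no effect and tracer alone without Siah for full effect; strong numbers were not always called active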
HEK293 NOD2/NF-kB = NOD2 signaling inhibitors, cell-based, luminescence, uHTS, HEK293 (AID 1566); HEK293 NOD2/NF-kB luciferase reporter, luminescence; higher % means a stronger effect; inhibition, % at 4 µM; hits with a dose series show EC50 in µM; 290,000 compounds, 0.63% hits; also: many of its hits are not listed in these tables
Salmonella PhoP GFP = inhibitors of PhoP regulon expression, primary screen, Salmonella Typhimurium, GFP reporter (AID 1863); inhibition, % at 50 µM; hits with a dose series show IC50 in µM; 300,000 compounds, 0.16% hits; S. Typhimurium PhoP-regulated promoter GFP reporter, 4 h; higher % means a stronger effect;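 active = inhibition over 29.93%, a cutoff 3 SD above the screen mean, later confirmed by dose response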;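 also: 0% = low Mg2+ inducing control and 100% = high Mg2+ repressing control; strong numbers were not always called active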
Myeloid diff MLP GFP+ MAC1+ % = further read-out of Myeloid diff MLP, marked with its call; GFP+ MAC1+ double positive, %; measured here: differentiation confirmed by MAC1 staining
Numbers without * were called inactive; i = inactive; x = not tested or not shown; [ ] = another dose, or the depositor's remark. Rule as the data show it, unless noted: active = inhibition above about 50%; inactive = the rest.

SMILES | HIV fusion peptide | LYP inhibition | Myeloid diff MLP | Myeloid diff MLP GFP+ MAC1+ % | KOR beta-arrestin-1 | KOR beta-arrestin-2 | NOD1 NF-kB reporter | Siah-1 displacement | HEK293 NOD2/NF-kB | Salmonella PhoP GFP
COC(=O)c1cc(OC(=O)CCc2ccc(OC)c(OC)c2)cc(C(=O)OC)c1 | -0.8% | -6% | i | 1.2 | -4.0% | -26% | -18% | 11% | 10% | -1%
CCOc1ccc(N=C2SC(C(=O)O)CC(=O)N2C)cc1 (stereo not drawn) | -1.2% | -13% | i | 2.9 | 0.1% | 11% | 2% | -4% | 13% | -6%
Cc1cccc(OCC(=O)NC(=S)Nc2ccccc2N2CCOCC2)c1C | 2.1% | -6% | i | 2.7 | 11% | -198% | -20% | 18% | 17% | 0%
CCc1ccccc1NC(=O)Cn1cccc1C1=NC(c2ccccc2)CO1 (stereo not drawn) | 4.8% | -7% | i | 0.6 | 13% | 18% | 6% | 5% | 22% | -4%
O=C1C2CCCN2C(=O)N1CCN1CCN(c2ccccc2)CC1 (stereo not drawn) | -0.4% | -3% | i | 0.3 | -0.3% | 6% | -16% | 5% | 9% | -5%
CSc1ccc(-c2nc(CSCC(=O)NCCCN3CCOCC3)c(C)o2)cc1 | 0.1% | -9% | i | 0.5 | -4.5% | -1% | 0% | 3% | 30% | 1%
COc1ccc(C(=O)OCC(=O)NCCN2C(=O)CSC2=O)cc1 | 0.6% | -2% | i | 0.1 | -1.7% | 7% | -30% | 1% | -17% | -3%
O=C(c1ccccc1)C(C(=O)N1CCc2ccccc2C1)n1ccccc1=O (stereo not drawn) | -1.6% | -7% | i | 0.4 | -2.3% | 17% | 2% | -1% | 15% | -13%
O=C(Nc1ccc(-c2nc3ccccc3[nH]2)cc1)c1ccc(N2C(=O)CCC2=O)cc1 | 5.0% | -9% | i | 0.9 | -1.4% | -17% | -27% | 3% | 3% | -5%
O=C(Nc1cccnc1)c1ccc(CSc2ccccc2)cc1 | 6.3% | 2% | i | 0.6 | 3.0% | -17% | -38% | -6% | -35% | -8%
CN1CCN(c2ccc(-c3ccnn3C(=O)Nc3cccc(C(F)(F)F)c3)cc2)CC1 | -0.1% | -10% | i | 0.1 | 10% | -8%[20 µM] | 19% | -8% | -49% | -5%
CC(=O)Nc1ccc(S(=O)(=O)N2CCC(NC(=O)C(Cc3ccccc3F)NC(C)=O)CC2)cc1 (stereo not drawn) | -1.3% | -10% | i | 0.4 | 5.3% | -43% | 1% | -6% | -2% | x
O=C1CN(C(=S)NC(=O)c2ccccc2[N+](=O)[O-])CCN1 | 0.2% | -8% | i | 1.0 | 1.5% | -12% | -31% | -2% | 2% | 1%
CCN1CCN(C(=O)CN(C)S(=O)(=O)c2ccc(Cl)cc2)CC1 | -2.3% | -6% | i | 0.7 | 4.6% | -19% | 5% | -1% | 18% | 7%
CCCNC(=O)C(NS(=O)(=O)c1ccc2c(c1)c(=O)n(C)c(=O)n2C)c1ccccc1 (stereo not drawn) | 0.6% | -7% | i | 1.3 | -3.3% | 30% | -8% | 2% | -6% | 0%
C=C1CCN([C@@H](C)C(=O)NCc2ccc(Cl)cc2)S(=O)(=O)c2ccccc21 | -1.1% | -6% | i | 2.0 | 0.9% | -19% | -4% | -4% | 8% | 3%
O=C(NC(c1ccccc1)c1ccccc1)c1cccc(S(=O)(=O)NCc2ccccc2)c1 | 1.3% | 1% | i | 0.7 | 4.0% | 20% | -5% | 6% | 1% | -20%
Cc1cccc2sc(NNC(=O)c3ccc4c(c3)OCCO4)nc12 | -1.7% | -2% | i | 1.6 | 0.3% | -24% | -16% | -1% | -11% | -7%
C/C(=C/C=N/Nc1nc(N2CCCCC2)nc(N2CCCCC2)n1)c1ccccc1 | -1.8% | -1% | i | 1.1 | -5.0% | 3% | -24% | -4% | -63% | -4%
CC(C)Oc1cccc(C(=O)C2CCCN(Cc3cnc(N4CCCC4)s3)C2)c1 (stereo not drawn) | -0.4% | -5% | i | 0.1 | x | -50%[20 µM] | -37% | 3% | -3% | 7%

Single records, as listed above. Order of values: HIV fusion peptide	LYP inhibition	Myeloid diff MLP	Myeloid diff MLP GFP+ MAC1+ %	KOR beta-arrestin-1	KOR beta-arrestin-2	NOD1 NF-kB reporter	Siah-1 displacement	HEK293 NOD2/NF-kB	Salmonella PhoP GFP
Record of `Cc1cccc(OCC(=O)NC(=S)Nc2ccccc2N2CCOCC2)c1C` → 2.1%	-6%	i	2.7	11%	-198%	-20%	18%	17%	0%
Record of `CCc1ccccc1NC(=O)Cn1cccc1C1=NC(c2ccccc2)CO1` (stereo not drawn) → 4.8%	-7%	i	0.6	13%	18%	6%	5%	22%	-4%
Record of `Cc1cccc2sc(NNC(=O)c3ccc4c(c3)OCCO4)nc12` → -1.7%	-2%	i	1.6	0.3%	-24%	-16%	-1%	-11%	-7%

The list continues:
SMILES | HIV fusion peptide | LYP inhibition | Myeloid diff MLP | Myeloid diff MLP GFP+ MAC1+ % | KOR beta-arrestin-1 | KOR beta-arrestin-2 | NOD1 NF-kB reporter | Siah-1 displacement | HEK293 NOD2/NF-kB | Salmonella PhoP GFP
O=C(CN1CCN(C(=O)C2COc3ccccc3O2)CC1)Nc1ccc(F)cc1 (stereo not drawn) | 1.2% | 1% | i | 0.7 | 0.8% | 10% | -8% | 2% | 9% | -7%
CC(C)(C)SCCNC(=O)COc1ccccc1 | -0.5% | 1% | i | 1.1 | -0.6% | -11% | -5% | -4% | -27% | -6%
CSc1nsc(SCC(=O)NCc2ccc(C)cc2)n1 | 2.7% | -7% | i | 0.5 | 4.9% | -43%[20 µM] | 4% | 6% | 14% | 1%
CCOC(=O)N1CCN(C(=O)CSc2nnc(-c3c[nH]c4ccccc34)n2CCOC)CC1 | 0.8% | -4% | i | 6.1 | -2.0% | 5% | -7% | -1% | 22% | 3%
CCC1Sc2ccc(S(=O)(=O)CCC(=O)Nc3ccccc3Br)cc2NC1=O (stereo not drawn) | 1.3% | -6% | i | 1.3 | 2.9% | -4% | -3% | 0% | 18% | 6%
CCOc1ccc(Br)cc1S(=O)(=O)N1CCC(C(=O)O)CC1 | 2.9% | -2% | i | 0.3 | -2.9% | 9% | -23% | 6% | 3% | 9%
COc1cccc(C(=O)OCC(=O)c2ccc(Br)s2)c1 | -1.1% | -6% | i | 0.6 | -4.0% | 32% | -7% | -7% | 5% | 2%
COc1ccccc1/C=C/C(=O)OCC(=O)Nc1ccc(Cl)cn1 | 0.9% | 0% | i | 1.9 | -0.4% | 20% | -11% | 4% | -20% | -13%
Cc1ccc(C)c(S(=O)(=O)N2CCN(C(=O)c3cncc(Br)c3)CC2)c1 | 1.0% | -8% | i | 0.3 | 1.7% | -18% | -40% | 0% | -2% | -2%
CC(CC(=O)O)CC(=O)N1CCN(S(=O)(=O)c2cccs2)CC1 (stereo not drawn) | -0.8% | -10% | i | 0.8 | 2.9% | -4% | 18% | -11% | 4% | -1%
CCn1c(O)c(N=NC(=O)c2cccc(S(=O)(=O)N3CCCCC3)c2)c2ccccc21 | -2.4% | 9% | i | 0.4 | -3.3% | -4% | 59% | 2% | 8% | 21%
O=C(NC1CCCC1)C(c1ccc(F)cc1)N(C(=O)c1csnn1)c1ccccc1 (stereo not drawn) | -0.2% | -7% | x | x | -1.3% | -6% | -28% | -4% | 0% | 4%
Cn1c(-c2ccc(F)cc2)cnc1SCC(=O)N1CCCCC1 | 0.2% | 1% | i | 0.8 | -3.9% | -37% | -32% | 0% | -70% | 3%
COc1cc(C(C)=O)ccc1OCC(O)CNCC1(N2CCCCC2)CCCCC1 (stereo not drawn) | -2.8% | 0% | i | 0.5 | 2.6% | 38% | -6% | 10% | 5% | 9%
Cn1ncc(Cl)c1C(=O)NC1CCCC1 | 0.8% | -7% | i | 1.5 | -0.3% | -3% | -11% | 3% | 27% | -1%
Cc1ccc(S(=O)(=O)N2CCCC2C(=O)Oc2ccccc2)cc1 (stereo not drawn) | 0.3% | -5% | i | 2.5 | -0.1% | -16% | 0% | -4% | 14% | 0%
N#CCNc1ccc([N+](=O)[O-])cc1C#N | -1.6% | -6% | i | 0.5 | -1.1% | 2% | -6% | -4% | -2% | -7%
CCCN(C(=O)CSc1nnnn1C)c1c(N)n(Cc2ccccc2)c(=O)[nH]c1=O | -1.0% | -6% | i | 0.5 | -4.4% | 0% | -24% | -2% | 3% | -8%
CCCNC(=O)Nc1ccc(F)c(Cl)c1 | 0.9% | -7% | i | 0.4 | 0.5% | -25%[20 µM] | -14% | 3% | 5% | -3%
Cc1ccc(-c2c[n+](CC(=O)c3cccs3)c3n2CCC3)cc1 | -1.8% | -7% | i | 0.7 | 2.6% | 13% | 25% | -6% | 2% | 2%

By substructure, the entries above with bromine.
SMILES | HIV fusion peptide | LYP inhibition | Myeloid diff MLP | Myeloid diff MLP GFP+ MAC1+ % | KOR beta-arrestin-1 | KOR beta-arrestin-2 | NOD1 NF-kB reporter | Siah-1 displacement | HEK293 NOD2/NF-kB | Salmonella PhoP GFP
CCC1Sc2ccc(S(=O)(=O)CCC(=O)Nc3ccccc3Br)cc2NC1=O (stereo not drawn) | 1.3% | -6% | i | 1.3 | 2.9% | -4% | -3% | 0% | 18% | 6%
CCOc1ccc(Br)cc1S(=O)(=O)N1CCC(C(=O)O)CC1 | 2.9% | -2% | i | 0.3 | -2.9% | 9% | -23% | 6% | 3% | 9%
COc1cccc(C(=O)OCC(=O)c2ccc(Br)s2)c1 | -1.1% | -6% | i | 0.6 | -4.0% | 32% | -7% | -7% | 5% | 2%
Cc1ccc(C)c(S(=O)(=O)N2CCN(C(=O)c3cncc(Br)c3)CC2)c1 | 1.0% | -8% | i | 0.3 | 1.7% | -18% | -40% | 0% | -2% | -2%

New compounds follow
SMILES | HIV fusion peptide | LYP inhibition | Myeloid diff MLP | Myeloid diff MLP GFP+ MAC1+ % | KOR beta-arrestin-1 | KOR beta-arrestin-2 | NOD1 NF-kB reporter | Siah-1 displacement | HEK293 NOD2/NF-kB | Salmonella PhoP GFP
O=C(Nc1cccc(Cl)c1)Nc1ccccc1C(=O)NCc1ccco1 | 2.1% | 11% | i | 0.5 | 1.4% | -6% | -15% | 2% | -22% | 22%
O=C(NC(=S)Nc1cc(S(=O)(=O)N2CCOCC2)ccc1O)c1ccco1 | -2.6% | -3% | i | 0.8 | -12% | 19% | -23% | 6% | 4% | -2%
COc1ccc(C(=O)NNC(=S)NC(=O)c2cc(-c3ccccc3)nc3ccccc23)cc1 | 53% | 5% | i | 1.6 | 1.8% | -18% | 17% | -6% | 21% | -6%
COc1ccc(NC(=O)c2cccnc2C(=O)O)c(OC)c1 | -1.5% | -6% | i | 0.8 | 1.8% | -23% | -16% | 6% | 0% | -13%
O=C(O)CN1C(=O)c2ccc(Oc3cccc4c3C(=O)N(CC(=O)O)C4=O)cc2C1=O | 4.3% | -4% | i | 6.9 | 2.1% | 16% | -1% | -2% | 12% | 17%
CC(SCc1ccccc1)C(=O)NN=C1CCN(C)CC1 (stereo not drawn) | -0.2% | -2% | i | 9.0 | -5.1% | 19% | 2% | -3% | -4% | 1%

An excerpt; rates above refer to the full screens.
